OXTR potentiator = human OXTR potentiation | AID 2445 | CHO-OTR cells, Fluo-8 calcium fluorescence, potentiator mode; 0% = oxytocin EC15, 100% = EC100 | P30559 | 320,000 tested, 0.061% active | activation, % at 3 µM;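 active = activation above that plate's cutoff, the mean activation of tested compounds plus 3 SD, cut at about 6.6% in these data, passing the limit was not always enough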;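 also: 100% uses oxytocin at 75 nM as the full agonist control; some results filed as inactive read as strong as hits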
Target sequence (P30559 whole entry, looked up): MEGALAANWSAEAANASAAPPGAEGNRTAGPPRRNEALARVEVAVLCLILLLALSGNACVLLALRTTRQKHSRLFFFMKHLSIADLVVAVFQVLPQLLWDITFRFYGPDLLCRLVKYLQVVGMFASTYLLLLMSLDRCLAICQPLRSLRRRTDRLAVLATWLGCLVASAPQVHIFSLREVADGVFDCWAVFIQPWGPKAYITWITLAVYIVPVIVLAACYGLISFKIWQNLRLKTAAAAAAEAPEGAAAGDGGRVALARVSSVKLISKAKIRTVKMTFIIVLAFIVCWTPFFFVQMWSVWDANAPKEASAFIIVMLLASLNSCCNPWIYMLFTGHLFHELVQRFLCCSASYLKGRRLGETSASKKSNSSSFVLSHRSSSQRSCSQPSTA
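Assay system: CHO cell line stably expressing human OTR | Also added: Oxytocin at about EC15, sub-maximal agonist stimulus | Times: Compound 6 min at room temperature before oxytocin, 100 s read | Measured by: Fluo-8 intracellular calcium fluorescence, ex 470-495, em 515-575 nm | Controls: EC15 oxytocin alone as 0%, 75 nM oxytocin as 100%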
M1 PAM parental = M1 PAM counterscreen hit in parental CHO-K1 cells; activation, % at 3 µM; 360,000 tested, 0.02% active; ATP EC20, Fluo-8 calcium fluorescence; 0% at ATP EC20, 100% at ATP max;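 active = activation above the run cutoff, the mean activation of all test compounds plus 3 SD, cut at about 40% in these data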;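 also: peak over basal fluorescence ratio in a 140 s read after ATP addition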
TAAR1 agonist = agonists of human TAAR1. Q96RJ0. CHO RD-HGA16 TAAR1, Fluo-8 calcium fluorescence; vehicle wells 0%, saturating PEA agonist 100%. activation, % at 3 µM. 360,000 tested, 0.99% active. AID 624467;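 active = activation above the mean activation of all test compounds in the run plus 3 SD, cut at about 38% in these data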
Target sequence (Q96RJ0 whole entry, looked up): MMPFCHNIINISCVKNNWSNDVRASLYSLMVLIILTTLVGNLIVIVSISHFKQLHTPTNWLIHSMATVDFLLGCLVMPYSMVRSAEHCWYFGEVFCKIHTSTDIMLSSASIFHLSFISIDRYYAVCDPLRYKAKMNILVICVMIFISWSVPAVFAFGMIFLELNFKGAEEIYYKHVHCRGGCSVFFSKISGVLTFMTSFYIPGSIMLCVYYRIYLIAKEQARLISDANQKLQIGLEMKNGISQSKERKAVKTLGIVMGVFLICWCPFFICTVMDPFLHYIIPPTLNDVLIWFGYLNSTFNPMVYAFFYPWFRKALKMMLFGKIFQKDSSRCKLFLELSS
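Signal – calcium-sensitive Fluo-8 signal, excitation 470-495, emission 515-575 nm · System – RD-HGA16 (CHO) cells co-expressing Gα16 and hTAAR1 · Incubation – 17-24 h seeding, 75 min 37 °C dye, 30 min RT · Compound dosing – 3 µM single concentration · Repeats – no replicates (n 1)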
M1 ag parental = counter-screen for M1 agonists: effect in parental CHO-K1 cells. Fluo-8 calcium fluorescence; scaled to maximal ATP response, vehicle zero. activation, % at 3 µM. 360,000 tested, 0.48% active. AID 602248; in the data active = activation above about 15%;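 also: untransfected CHO-K1 host cells lacking M1 receptor as counterscreen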
CHO parental Ca = counter-screen for OX1R antagonists: effect in parental CHO cells | parental CHO-K1, ATP-induced calcium, Fluo-8 fluorescence | inhibition, % at 5.6 µM | 330,000 tested, 0.63% active;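 active = inhibition above that plate's mean sample inhibition plus 3 SD, cut at about 26% in these data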;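 also: 0% = ATP-challenged DMSO wells and 100% = DMSO wells without ATP; some compounds past the cut are filed as inactive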
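Assay system – parental CHO cells · Reagent – ATP stimulus · Detection – intracellular calcium via Fluo-8 no-wash fluorescent dye · Evaluation – percent inhibition of ATP-evoked calcium rise, normalized to controls · Controls – ATP wells versus no-ATP DMSO wells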
CHO-K1 Ca antag = nonselective inhibitor or artifact in parental CHO-K1 cells; 360,000 tested, 0.6% active; AID 602250; ATP-induced calcium, Fluo-8 fluorescence; inhibition, % at 3 µM;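 active = inhibition above a per-plate cutoff, the plate's mean sample inhibition plus 3 SD, cut at about 24% in these data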;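 also: 0% = DMSO plus EC80 ATP and 100% = DMSO alone without ATP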
M1 ag = activates human CHRM1 receptor; P11229; CHO-K1 hM1, Fluo-8 calcium fluorescence, agonist mode; 0% DMSO, 100% acetylcholine EC100; activation, % at 3 µM; 360,000 tested, 0.33% active; AID 588814;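 active = activation above the run's mean compound activation plus 3 SD, cut at about 16% in these data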;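 also: peak over basal fluorescence ratio within a 140 s kinetic read after compound addition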
CHRM1 antagonist = antagonists of human M1 muscarinic receptor | P11229 | CHO-K1 hM1, Fluo-8 calcium fluorescence, ACh EC80 antagonist | inhibition, % at 3 µM | 360,000 tested, 1.3% active | AID 588852;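 active = percent inhibition above its own plate's cutoff, namely the mean of that plate's compound wells plus 3 SD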;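 also: peak over basal fluorescence ratio during 140 s after agonist addition; 0% = ACh EC80 plus DMSO and 100% = DMSO alone without agonist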
TAAR1 antag = human TAAR1 antagonism | Q96RJ0 | CHO RD-HGA16 TAAR1, Fluo-8 calcium fluorescence, antagonist | inhibition, % at 3 µM | 360,000 tested, 1.5% active | AID 624466;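 active = inhibition above a per-plate cutoff, the mean inhibition of test compounds on that plate plus 3 SD, cut at about 49% in these data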;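 also: 0% = DMSO plus EC80 beta-PEA response and 100% = DMSO alone without agonist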
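Material: CHO RD-HGA16 cells bearing hTAAR1; compound dosing: one-point dosing, 3 µM nominal final; schedule: dye loading 75 min at 37 °C, then 30 min room temperature; measured by: calcium fluorescence with Fluo-8; control set: vehicle and agonist controls; replication: n of 1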
* = called active by the depositor; . = not tested or not shown.

SMILES | OXTR potentiator | M1 PAM parental | TAAR1 agonist | M1 ag parental | CHO parental Ca | CHO-K1 Ca antag | M1 ag | CHRM1 antagonist | TAAR1 antag
O=C(NCc1cccs1)[C@@H]1CCCN1S(=O)(=O)c1ccccc1F | . | 7.7 | 0.7 | 0.0 | . | -1.8 | -3.1 | -5.7 | -12.9
O=C1Nc2ccccc2C1Cc1ccccn1 (stereo not given) | -0.4 | -7.5 | 3.9 | 10.7 | -6.3 | 3.7 | -3.1 | -16.0 | -14.9
COc1ccc(CNCc2ccc3c(c2)OCO3)cc1Br | -11.9 | -4.8 | 3.0 | 2.0 | -23.4 | 0.3 | -9.1 | 7.1 | 11.6
COc1ccc(C(=O)NCC(=O)NCC(=O)OCC(=O)c2cccs2)cc1 | -1.7 | 3.6 | -0.7 | 4.6 | -4.5 | 5.7 | -2.0 | -0.9 | 1.8
COc1ccc(-c2nnc(SCc3ccc(C(=O)O)cc3)n2C)cc1OC | 3.0 | 26.2 | 0.9 | 5.7 | 6.9 | -8.1 | -1.4 | -5.5 | -23.6
Cc1noc(C)c1S(=O)(=O)Nc1ccc2c(c1)C(=O)N([C@H](C)CO)C[C@H](C)[C@H](CN(C)S(=O)(=O)c1ccc(Cl)cc1)OCCCC[C@@H](C)O2 | . | -2.9 | 0.9 | 0.5 | . | -1.7 | -10.5 | 5.3 | 8.8
Cc1ccc(NC(=O)COC(=O)c2ccco2)cc1S(=O)(=O)N1CCOCC1 | -7.4 | 6.8 | 17.9 | 0.5 | -4.5 | 11.1 | -0.1 | 0.1 | -12.2
CCN(CC)Cc1c(O)c(Cl)cc2c(C)cc(=O)oc12 | . | 8.1 | 9.5 | 0.0 | . | 1.9 | -6.3 | 2.1 | -4.5
Cc1n[nH]c(=S)n1/N=C/c1c(O)ccc2ccccc12 | 0.7 | 15.6 | -2.0 | 0.3 | -6.9 | 0.7 | -1.2 | -11.0 | -23.6
O=C(Nc1oc2ccc(Cl)cc2c(=O)c1-c1ccc(F)cc1)c1ccco1 | -1.4 | 0.3 | 8.3 | 1.2 | -21.8 | -9.0 | 1.4 | -0.9 | -23.2
Cc1cccc(OCCCCN2CCNCC2)c1 | -3.4 | 11.7 | 1.1 | 2.1 | -7.7 | -13.1 | -1.4 | -23.9 | -12.2
Cc1nnc(SCC(=O)NC(C)(C)C)n1NCc1c(F)cccc1Cl | -4.2 | 6.5 | 2.6 | 1.0 | -6.0 | -10.0 | -3.0 | -3.0 | -13.7
CCCNC(=O)c1ccc2c(c1)nc(C)n2-c1cccc(C)c1 | 0.1 | -6.0 | 3.1 | 0.7 | -10.7 | -7.6 | -0.9 | -7.0 | -4.5
CCC(=O)Nc1ccc(S(=O)(=O)N2CCCCC2)cc1OC | -1.1 | 19.4 | 7.9 | 0.5 | -0.6 | -6.7 | -4.7 | 0.5 | -1.4
O=C(CC(=O)Nc1cccc(Cl)c1)N/N=C\c1ccccc1 | -6.6 | -9.2 | 17.0 | 1.7 | -0.9 | 18.6 | 0.5 | -1.0 | -1.1
Cc1ccc2c(c1)COc1c3ccc(C(=O)O)cc3nn1-2 | 8.9 | 15.5 | 1.6 | 0.6 | 1.0 | -18.4 | 0.2 | -6.6 | 1.1
O=C(CN1CCC(NC(=O)C2CC2)CC1)Nc1ccccc1[N+](=O)[O-] | -6.1 | 3.5 | 9.3 | 1.7 | -1.6 | -17.3 | -2.0 | -8.6 | -26.7
Clc1cccc(NCc2nnc(SCc3ccc(Cl)cc3Cl)o2)c1 | -5.6 | 21.2 | 5.4 | 0.4 | -5.5 | -14.0 | -4.0 | 1.2 | 28.8
CC(=O)c1c(CSc2ccccc2)oc2ccc(O)c(CN(C)C)c12 | -12.5 | 13.4 | 1.0 | 2.2 | -3.5 | -9.8 | -5.4 | -18.1 | -12.1
Cc1cccc(NC(=O)CCC(=O)N/N=C/c2ccc(O)cc2O)c1 | -12.9 | 4.5 | 27.5 | 0.4 | 3.9 | -6.6 | -1.9 | -12.0 | -23.5
COc1ccc(-c2ccc3oc(-c4ccc(OC)cc4)c(-c4cc(OC)c(OC)c(OC)c4)c3c2)cc1 | -7.5 | 17.7 | 2.5 | 0.7 | -12.1 | -20.9 | 0.0 | -5.0 | -8.1
CSc1n[nH]c2nc3c(c(=O)n12)C1(CCCC1)Cc1ccccc1-3 | -8.7 | 8.5 | 1.9 | 0.6 | -6.6 | -0.7 | -4.0 | 3.0 | -14.6
O=C(/C=C/c1cccnc1)c1ccc([N+](=O)[O-])cc1 | 3.8 | 9.9 | 3.1 | 0.6 | -2.9 | -9.9 | -6.1 | 2.9 | -1.7
CC(=O)c1cccc(NC(=O)CCCNC(=O)c2ccc(Cl)cc2)c1 | -4.6 | -1.4 | -0.8 | 0.5 | -18.4 | 19.8 | -1.6 | -11.2 | -10.9
COc1ccc(N2CCN(c3nc(NCCO)nc(N4CCOCC4)n3)CC2)cc1 | -12.6 | -7.7 | 6.8 | 0.7 | 17.4 | 27.1* | 0.3 | -4.2 | 4.5

Just M1 ag and M1 PAM parental, for some of the entries so far:
| molecule | M1 ag | M1 PAM parental |
| --- | --- | --- |
| CCN(CC)Cc1c(O)c(Cl)cc2c(C)cc(=O)oc12 | -6.3 | 8.1 |
| Cc1n[nH]c(=S)n1/N=C/c1c(O)ccc2ccccc12 | -1.2 | 15.6 |
| O=C(Nc1oc2ccc(Cl)cc2c(=O)c1-c1ccc(F)cc1)c1ccco1 | 1.4 | 0.3 |

More records:
SMILES | OXTR potentiator | M1 PAM parental | TAAR1 agonist | M1 ag parental | CHO parental Ca | CHO-K1 Ca antag | M1 ag | CHRM1 antagonist | TAAR1 antag
COc1cc2c(cc1OC)C(C)N(C(=O)Nc1cc(C)cc(C)c1)CC2 (stereo not given) | -11.1 | 13.3 | -2.9 | -0.8 | 2.8 | -2.5 | -8.2 | -0.8 | -9.4
COc1ccc(-c2csc(NNC3=NCCCCC3)n2)cc1 | -2.8 | . | 3.2 | . | -20.7 | . | . | . | 5.8
CC(C)(C)c1ccc(NC(=O)c2ccc3c(c2)S(=O)(=O)c2ccccc2C3=O)cc1 | -7.6 | 2.9 | 0.2 | -0.1 | -8.2 | -6.5 | -2.9 | 1.4 | 9.6
Cc1cc(OCC(=O)N2CCc3ccccc3C2)c2c(-c3ccccc3)cc(=O)oc2c1 | -4.0 | 19.9 | 9.4 | 2.1 | -1.9 | -3.0 | -4.7 | -17.4 | 33.5
CCOC(=O)c1csc(-c2sccc2Br)n1 | -6.9 | 12.7 | 3.5 | -0.7 | -8.4 | -14.0 | -4.4 | -22.7 | -52.3
COc1ccc(N(C)S(=O)(=O)c2cccc(C(=O)Nc3nc(C)c(C(C)=O)s3)c2)cc1 | -12.9 | 7.2 | 26.8 | 9.1 | -0.7 | -8.8 | 0.2 | 22.1 | 61.7*
CC1CCN(CCCNC(=O)CCCNC(=O)Cn2cnc3sc4c(c3c2=O)CCCC4)CC1 | -15.5 | -12.6 | 9.3 | 0.0 | -3.5 | 14.0 | -3.6 | 11.2 | -0.1
Cc1ncc(CN2CCN(CCc3ccccc3)C(CCO)C2)s1 (stereo not given) | -12.0 | 0.1 | 0.7 | 0.1 | -7.7 | -13.3 | -7.2 | 1.8 | -3.9
CC(c1ccccc1)C1NC(C(=O)O)CS1 (stereo not given) | -9.4 | 26.5 | 5.0 | 0.8 | -8.3 | -13.3 | -2.7 | -10.0 | 6.5
Cc1ccc(S(=O)(=O)c2cn(C)c3cc(N4CCOCC4)c(F)cc3c2=O)cc1 | -13.1 | 5.0 | -0.6 | 0.8 | 1.9 | -14.6 | -3.2 | 4.0 | -20.9
O=C(c1ccc(NC(=S)NCc2ccco2)cc1)N1CCOCC1 | -3.6 | 11.2 | 7.6 | 0.1 | -7.0 | -4.0 | -2.6 | -10.9 | 5.7
CN(CC(=O)Nc1ccccc1C(F)(F)F)Cc1c(O)ccc2ccccc12 | -2.5 | 9.3 | 65.5* | 1.4 | -7.1 | 13.2 | -5.0 | -5.2 | -5.5
CC1(C)Cc2cccc(OCC(=O)Nc3ccccc3C(F)(F)F)c2O1 | 4.4 | -20.4 | 1.7 | -0.5 | -22.8 | 10.7 | 0.8 | -0.3 | -34.1
CC1CCCC(NC(=O)COC(=O)c2cc(=O)[nH]c3ccccc23)C1C (stereo not given) | -1.2 | -12.2 | 17.3 | 0.0 | -12.4 | 1.9 | -2.9 | 10.3 | -2.6
COc1ccc(-c2oc3ccc(N4CCOCC4)cc3c2C#CC2(O)CCCCC2)cc1 | -14.2 | 11.8 | 1.0 | 0.1 | -23.5 | -14.2 | -4.5 | 1.3 | 29.2
O=C(NCC1CCCO1)C1CCC(=O)N1CCc1ccccc1 (stereo not given) | -4.8 | 8.4 | 16.8 | -0.2 | -3.7 | -3.5 | -2.4 | 5.7 | -20.5
O=C(NC1CCCCC1)C(c1ccccc1)N(C(=O)Cc1ccsc1)c1ccccc1 (stereo not given) | -9.9 | 12.5 | 0.8 | 0.1 | -13.4 | -12.2 | 2.0 | -9.0 | -15.2
O=C1C=CC(=O)c2c(O)c(N3CCN(CCOCCO)CC3)c(Br)c(O)c21 | . | 15.1 | 3.7 | 2.0 | . | -9.8 | -0.5 | -8.8 | 24.1
O=C1COc2ccc(C(=O)COC(=O)c3ccccn3)cc2N1 | 0.5 | -1.8 | 2.5 | 0.3 | -0.5 | 2.4 | -1.9 | -5.8 | -3.5
Cc1cc(NC(=O)CSc2nnc(C(F)(F)F)n2C)no1 | 3.5 | 1.7 | 16.1 | 0.0 | -0.9 | 5.0 | -4.5 | 2.8 | -18.4
CCCCn1c(=O)nc2n(-c3ccccc3)c3ccccc3cc-2c1=O | -3.6 | 14.7 | 2.3 | 0.1 | -25.6 | -16.2 | -2.7 | -1.1 | -0.4
CC(=O)C1CCC2C3CCC4=CC(=O)CCC4(C)C3(F)C(O)CC12C (stereo not given) | . | -0.1 | 3.9 | 0.7 | . | -4.4 | 1.1 | -4.8 | 4.2
CC(=O)c1cccc(N2C(=NC(=O)C(C)C)SC3CS(=O)(=O)CC32)c1 (stereo not given) | -8.8 | 10.0 | 12.4 | 0.0 | -5.9 | -4.9 | -2.4 | -4.5 | 0.6

Screening results from PubChem.
